JNK3 blocker: JNK3 (human) kinase inhibition | purified JNK3 kinase activity, HTS | inhibition, % at 8 µM | 60,000 compounds, 0.61% hits; in the data active = inhibition above about 17%;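 note: 0% = DMSO and 100% = reference inhibitor; many of its hits are not listed in these tables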
FXIa mix inh: blocks human factor XIa in pooled compound mixtures; 62,000 compounds, 0.19% hits; P03951; inhibition, % at 5 µM; purified FXIa, fluorogenic substrate; AID 680;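 note: each value is inhibition by a whole ten-compound pool holding the compound; 0% = enzyme with no mixture and 100% = wells lacking enzyme; strong numbers were not always called active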
Target sequence (P03951 19-387 limits assumed): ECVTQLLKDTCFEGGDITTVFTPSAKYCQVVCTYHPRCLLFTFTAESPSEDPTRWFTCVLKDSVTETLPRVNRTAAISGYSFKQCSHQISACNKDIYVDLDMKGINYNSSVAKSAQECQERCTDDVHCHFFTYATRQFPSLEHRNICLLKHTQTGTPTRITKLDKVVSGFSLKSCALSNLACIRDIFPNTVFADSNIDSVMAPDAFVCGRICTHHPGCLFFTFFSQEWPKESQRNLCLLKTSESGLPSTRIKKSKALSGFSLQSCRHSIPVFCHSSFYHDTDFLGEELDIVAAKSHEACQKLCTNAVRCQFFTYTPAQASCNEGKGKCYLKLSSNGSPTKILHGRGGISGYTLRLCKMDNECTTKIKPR
Target sequence (P03951 388-625 limits assumed): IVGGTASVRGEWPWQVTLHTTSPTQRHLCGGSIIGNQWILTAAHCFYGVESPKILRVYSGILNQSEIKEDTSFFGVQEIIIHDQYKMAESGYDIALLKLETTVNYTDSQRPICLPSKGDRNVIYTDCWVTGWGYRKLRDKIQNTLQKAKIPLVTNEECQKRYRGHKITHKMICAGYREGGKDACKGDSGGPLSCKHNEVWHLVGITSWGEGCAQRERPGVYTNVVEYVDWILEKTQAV
PKA kinase inh: blocks human protein kinase A activity; P17612; PKA Kemptide phosphorylation, Kinase-Glo ATP luminescence; inhibition, % at 6 µM; 65,000 compounds, 0.1% hits; AID 524;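 active = inhibition above the screen-wide mean inhibition plus 3 SD, cut at about 21% in these data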; note: many of its hits are not listed in these tables
CatL block: inhibitors of human cathepsin L; AID 460; purified cathepsin L, fluorogenic substrate, fluorescence; 58,000 compounds, 0.17% hits; inhibition, %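 (tested at 10 µM)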; P07711; in the data active = inhibition above about 45%;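 note: 0% = enzyme with no compound and 100% = no enzyme blank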
Target sequence (P07711 114-288 limits assumed): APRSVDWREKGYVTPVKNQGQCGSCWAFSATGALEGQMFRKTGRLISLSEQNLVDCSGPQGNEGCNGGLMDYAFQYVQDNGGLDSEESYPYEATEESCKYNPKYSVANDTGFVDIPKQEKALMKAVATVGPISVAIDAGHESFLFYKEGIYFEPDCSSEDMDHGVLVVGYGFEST
Target sequence (P07711 292-333 limits assumed): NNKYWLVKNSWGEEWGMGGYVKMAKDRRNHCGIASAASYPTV
CatG inh: blocks human cathepsin G enzyme activity | purified enzyme, AMC-tetrapeptide fluorescence, pooled mixtures | inhibition, % at 5 µM (by protocol) | 62,000 compounds, 0.2% hits | AID 581;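 active = inhibition above 20% in each of the two mixture wells holding the compound; inactive = inhibition of 20% or less in either well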;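 note: 0% = enzyme control without mixture and 100% = blank lacking enzyme; strong numbers were not always called active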
ROCK2 blocker: ROCK2 (human) kinase inhibition | O75116 | purified ROCK2, Kinase-Glo ATP depletion luminescence | inhibition, % at 6 µM | 60,000 compounds, 0.35% hits;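 active = inhibition above the screen-wide mean inhibition plus 3 SD, cut at about 18% in these data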;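 note: plate controls were DMSO wells for no effect and Y-27632 control wells after no-enzyme background subtraction for full effect; many of its hits are not listed in these tables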
CatS block: human cathepsin S inhibition; inhibition, %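 (tested at 5 µM per compound within 10-compound mixtures)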; recombinant cathepsin S, AMC dipeptide fluorescence, pooled mixtures; P25774; 62,000 compounds, 0.06% hits; in the data active = inhibition above about 32%, passing the limit was not always enough;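 note: 0% = enzyme without compound and 100% = blank without enzyme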
Target sequence (P25774 115-331 limits assumed): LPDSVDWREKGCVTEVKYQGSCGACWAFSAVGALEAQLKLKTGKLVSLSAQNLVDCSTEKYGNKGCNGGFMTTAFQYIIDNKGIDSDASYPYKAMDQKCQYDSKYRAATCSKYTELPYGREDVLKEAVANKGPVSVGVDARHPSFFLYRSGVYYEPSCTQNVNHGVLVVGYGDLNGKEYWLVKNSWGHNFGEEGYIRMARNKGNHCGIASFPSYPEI
C1s inh: human complement C1s inhibition. mean inhibition % of two 10-compound mixtures (hits give high values), % at 5 µM (by protocol). P09871. 62,000 compounds, 0.16% hits. purified C1s, fluorogenic AMC substrate, pooled mixtures. AID 538;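 active = inhibition above 20% in each of the two 10-compound mixture wells holding the compound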;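 note: 0% = enzyme wells lacking compound mixture and 100% = no-enzyme blank wells; some compounds called inactive have numbers as strong as hits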
FXIIa mix inh: blocks human factor XIIa in pooled compound mixtures | AID 684 | purified FXIIa, fluorogenic substrate | P00748 | inhibition, % at 5 µM | 62,000 compounds, 0.2% hits;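 note: 0% = enzyme without compound and 100% = no enzyme blank; some results filed as inactive read as strong as hits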
An asterisk follows results filed as active; . = not tested or not shown. Cut-off read from the data, not from the text of the source, unless noted: active = inhibition above about 20% (passing the limit was not always enough); inactive = the rest.

Start of the listing, in advance:
Value order: JNK3 blocker, FXIa mix inh, PKA kinase inh, CatL block, CatG inh, ROCK2 blocker, CatS block, C1s inh, FXIIa mix inh
[1] NC(=O)C1(N2CCCCC2)CCN(C(=O)CSc2nc3ccccc3s2)CC1
  -7, 8, -4, 13, -1, -2, 18, -1, -16
[2] COc1ccc(S(=O)(=O)CCC(=O)NCCc2ccc(S(N)(=O)=O)cc2)cc1
  -7, -5, 6, -8, 5, 1, -12, 2, 7
[3] O=C(Nc1nc(-c2nc3ccccc3s2)cs1)C1COc2ccccc2O1 (centres undefined)
  -1, 10, -7, 0, 10, 0, 16, 12, -2
[4] O=P(C1=C(N2CCOCC2)/C(=C\c2ccccc2)CC1)(N1CCOCC1)N1CCOCC1
  6, 1, 12, -1, -9, -4, 19, -12, 1

The whole of this part, from the first entry:
Value order: JNK3 blocker, FXIa mix inh, PKA kinase inh, CatL block, CatG inh, ROCK2 blocker, CatS block, C1s inh, FXIIa mix inh
[1] NC(=O)C1(N2CCCCC2)CCN(C(=O)CSc2nc3ccccc3s2)CC1
  -7, 8, -4, 13, -1, -2, 18, -1, -16
[2] COc1ccc(S(=O)(=O)CCC(=O)NCCc2ccc(S(N)(=O)=O)cc2)cc1
  -7, -5, 6, -8, 5, 1, -12, 2, 7
[3] O=C(Nc1nc(-c2nc3ccccc3s2)cs1)C1COc2ccccc2O1 (centres undefined)
  -1, 10, -7, 0, 10, 0, 16, 12, -2
[4] O=P(C1=C(N2CCOCC2)/C(=C\c2ccccc2)CC1)(N1CCOCC1)N1CCOCC1
  6, 1, 12, -1, -9, -4, 19, -12, 1
[5] CCn1c(SCC(=O)Nc2ccccc2C(=O)OC)nc2c1c(=O)n(C)c(=O)n2C
  9, 15, -4, 8, 7, 1, 9, -1, 1
[6] COc1ccc(C2C3=C(Nc4ncnn42)c2ccccc2CCC3)cc1 (centres undefined)
  ., 7, 7, 10, -3, ., 4, -6, 0
[7] CCn1c(SCC(=O)Nc2ccccc2)nnc1-c1ccc(S(=O)(=O)N2CCOCC2)cc1
  6, -29, 6, -7, -25, 8, -26, -20, 7
[8] Cc1cccc(OCC(O)Cn2c(NCc3cccnc3)nc3c2c(=O)[nH]c(=O)n3C)c1 (centres undefined)
  -4, -3, -6, 13, -8, -7, 6, -79, 5
[9] Cc1cc(C(=O)CSc2nc3ccccc3n2CCC#N)c(C)n1Cc1cccs1
  ., 1, -3, 11, 12, ., 12, 12, 16
[10] Cc1sc2nc(SCC(=O)NCc3ccco3)[nH]c(=O)c2c1C
  4, 8, -6, ., 12, -1, 1, 18, 3
[11] COCC(=O)Nc1nc2n(n1)C(c1ccc(Cl)cc1)CC(c1ccc(OC)cc1)N2 (centres undefined)
  3, -10, 2, 0, -16, -5, 18, -38, 5
[12] N#CC1=C2SCC(O)(c3ccccc3)N2C(=O)CC1c1ccccc1 (centres undefined)
  1, ., 2, 15, ., -12, ., ., .
[13] Cn1c(=O)c2c(nc(SCC(=O)N3CCc4ccccc4C3)n2C)n(C)c1=O
  1, 5, -5, -10, 1, 6, 15, -2, -3
[14] COc1cc(C2CC(=O)c3cnc(N4CCN(Cc5ccccc5)CC4)nc3C2)cc(OC)c1OC (centres undefined)
  0, 9, 0, 0, 11, -3, -2, 17, 10
[15] Cc1ccccc1S(=O)(=O)Cc1ccc(C(=O)N2CCN(c3ncccn3)CC2)o1
  2, -2, 6, 5, -10, 3, -4, -20, 8
[16] CN(c1ccc(C(=O)NCc2ccco2)cc1)S(C)(=O)=O
  ., 2, 13, -1, 2, ., 4, -25, 10
[17] COc1cccc(C2CC(C(F)(F)F)n3nc(C(=O)NCc4cccnc4)cc3N2)c1 (centres undefined)
  -1, -4, 2, 13, -1, 1, 3, -4, 12
[18] CCn1c(=O)c(=O)n(CC)c2cc(S(=O)(=O)Nc3cccc(OC)c3)ccc21
  7, 0, 8, ., 1, 6, -1, 3, 8
[19] O=C(Nc1ccc2c(c1)OCO2)C(c1ccc(Cl)cc1)N1CCN(C(=O)c2ccco2)CC1 (centres undefined)
  -6, 9, -1, 45, 9, -2, 18, 18, 2
[20] CCOc1ccc(C2N(c3cc(Cl)ccc3OC)C(=O)C3CCCN32)cc1OC (centres undefined)
  0, 4, 1, -3, 1, -2, 3, 1, -5
[21] COc1ccc(CCn2nnnc2C(CC(C)C)N2CCC(C(N)=O)CC2)cc1OC (centres undefined)
  -1, -3, 2, 8, 21, 10, -4, -23, 4
[22] O=C(CN1C(=O)c2ccccc2S1(=O)=O)N1CCN(c2ccccc2F)CC1
  ., 11, 1, 3, 23, ., 5, -28, 0
[23] Cc1cc(C)c2c(CC(=O)Nc3ccc(Cl)cn3)coc2c1
  4, 2, 9, -2, 9, 6, -3, 1, 5
[24] COC(=O)c1ccccc1NC(=O)CSc1nnnn1C1CCCCC1
  6, -4, 4, -2, 6, -2, 14, 3, 1
[25] CNC(=O)c1c(NC(=O)c2nc3ccccc3s2)sc2c1CCC2
  6, 8, 2, -1, 7, 4, -1, 16, 4
[26] CCOCC(=O)Nc1cccc(OC)c1
  6, 1, 7, 0, -6, 4, 7, -6, -16
[27] CC(=O)Oc1ccc(C)cc1N1C(=O)c2ccc(C(=O)O)cc2C1=O
  1, 7, -4, -10, -8, 1, -6, 9, 9
[28] C#CCN1C(=O)C(O)(CC(=O)c2ccc3c(c2)OCCO3)c2ccccc21 (centres undefined)
  -10, 2, 8, ., 0, -3, 8, -2, 4
[29] CCC(C)Oc1cccc(OCCCCN2C(=O)NC(C)(C)C2=O)c1 (centres undefined)
  3, -7, 1, -15, 6, 5, -6, -18, 5
[30] COc1cccc(NC2SC(=O)N(c3ccccc3)C2=O)c1 (centres undefined)
  5, 6, 3, 2, 10, 1, -2, -4, -5

Sorted by molar mass (low to high): part of the list above.
Value order: JNK3 blocker, FXIa mix inh, PKA kinase inh, CatL block, CatG inh, ROCK2 blocker, CatS block, C1s inh, FXIIa mix inh
[12] N#CC1=C2SCC(O)(c3ccccc3)N2C(=O)CC1c1ccccc1 (centres undefined)
  1, ., 2, 15, ., -12, ., ., .
[28] C#CCN1C(=O)C(O)(CC(=O)c2ccc3c(c2)OCCO3)c2ccccc21 (centres undefined)
  -10, 2, 8, ., 0, -3, 8, -2, 4
[3] O=C(Nc1nc(-c2nc3ccccc3s2)cs1)C1COc2ccccc2O1 (centres undefined)
  -1, 10, -7, 0, 10, 0, 16, 12, -2
[2] COc1ccc(S(=O)(=O)CCC(=O)NCCc2ccc(S(N)(=O)=O)cc2)cc1
  -7, -5, 6, -8, 5, 1, -12, 2, 7
[9] Cc1cc(C(=O)CSc2nc3ccccc3n2CCC#N)c(C)n1Cc1cccs1
  ., 1, -3, 11, 12, ., 12, 12, 16
[19] O=C(Nc1ccc2c(c1)OCO2)C(c1ccc(Cl)cc1)N1CCN(C(=O)c2ccco2)CC1 (centres undefined)
  -6, 9, -1, 45, 9, -2, 18, 18, 2

Further records:
Value order: JNK3 blocker, FXIa mix inh, PKA kinase inh, CatL block, CatG inh, ROCK2 blocker, CatS block, C1s inh, FXIIa mix inh
[31] Cn1c(=O)c2c(nc(N3CCOCC3)n2C)n(C)c1=O
  0, 4, 7, 17, 8, 5, 0, 11, -17
[32] COc1ccccc1-c1nc(NC(C)=O)n[nH]1
  ., 3, -3, 11, 11, ., 16, 19, 1
[33] O=C(O)C1CCCN(S(=O)(=O)c2cccc3cccnc23)C1 (centres undefined)
  -3, 3, 5, ., 8, 6, -4, -5, 2
[34] O=C(Nc1cccnc1)c1noc2c1CCCC2
  -1, 1, -4, 3, -2, -4, 0, -9, -1
[35] CCN(CC)c1ccc(NC(=O)Nc2cccc(C(C)=O)c2)cc1
  -22, 5, -4, -4, 2, -1, -1, 8, 0
[36] N#Cc1c(-c2ccco2)nc(NCC2CCCO2)[nH]c1=O (centres undefined)
  4, 3, 6, 6, 8, 4, 6, -13, 1
[37] CC(=O)c1nc2ccccc2n1S(=O)(=O)c1ccc(C)cc1
  ., -1, 3, 22, 12, ., 2, -4, 4
[38] CCOC(=O)N1CCN(C(=O)CSc2nnc(Cc3cccn3C)n2CCc2ccccc2)CC1
  6, 2, 7, 3, 2, 3, -1, -31, 2
[39] CC1CCCN(C(=O)Cn2c(-c3nonc3N)nc3ccccc32)C1 (centres undefined)
  -1, 9, -2, 18, 7, 0, -1, 12, 3
[40] O=C1COc2cccnc2N1
  4, 9, -5, -3, 11, 2, 15, 14, 4
[41] O=C(COC(=O)C1=COCCO1)Nc1ccc2c(c1)OCO2
  -5, 2, 1, 13, 13, 1, 3, -13, -19
[42] O=c1/c(=C\c2cccn2-c2ccccc2)sc2nc3ccccc3n12
  -1, ., -3, 10, ., -1, ., ., .
[43] Cc1c2c([n+]3n1CCC3)CC(C)(C)CC2=O
  4, 4, 4, -2, 0, -6, 2, -2, 4
[44] CC(SCC(=O)Nc1ccc(S(=O)(=O)N2CCCCC2)cc1)C(=O)O (centres undefined)
  -2, 1, 0, 10, 6, 1, 4, 13, 9
[45] CCOc1cc(NC(=O)c2ccco2)c(OCC)cc1NC(=O)c1cc(OC)c(OC)c(OC)c1
  -6, 13, -3, -15, 14, -2, 17, 1, 5
[46] O=C(c1cn(-c2ccccc2)nc1-c1cccs1)N1CCN(c2ccccn2)CC1
  3, 11, -1, 0, 1, 2, 7, 4, -6
[47] Cc1nc2cccc(C(=O)NCc3ccccc3)c2o1
  23*, 6, -7, ., -3, -6, -3, -16, 0
[48] COc1ccc(CCNC(=O)Cn2c(=O)n(Cc3ccco3)c(=O)c3ccc(Cl)cc32)cc1OC
  4, 2, 10, -2, 6, 5, -6, 11, 7
[49] COc1ccc(-c2c(=O)n(OCc3ccccn3)c3ccccc3[n+]2[O-])cc1OC
  -4, 3, 10, 0, 2, 8, 18, 7, 1
[50] Nn1c(CSc2ccccn2)nc2ccccc2c1=O
  0, 5, 8, 10, -2, -4, 10, -11, 4
[51] COc1ccc(N2CCN(c3nc(=S)n(-c4ccccc4)c(C)c3C(C)=O)CC2)cc1
  -3, -12, 0, -3, 5, -2, -6, -4, 4
[52] NC(=O)CSc1oc(-c2ccc(F)cc2)nc1S(=O)(=O)c1ccccc1
  ., 2, 1, 11, 2, ., -7, -1, 7
[53] CCOC(=O)C(C)Sc1nc(-c2ccco2)cc(C(F)(F)F)c1C#N (centres undefined)
  1, 2, -2, -73, -4, -7, -4, -10, 6
[54] CC(C)CCn1c(CN2CCN(Cc3ccccc3)CC2)nc2c1c(=O)[nH]c(=O)n2C
  0, 6, -9, 11, 1, -5, 35, -6, 2
[55] CC(C)(C)NC(=O)c1ccc(COc2ccccc2Br)o1
  8, 4, 15, 1, 9, 0, -4, 14, 6
[56] COc1cc(C2C3C(=O)N(Cc4ccccc4)C(=O)C3ON2c2ccccc2)cc(OC)c1OC (centres undefined)
  -6, -2, 7, 0, -3, 2, 4, -4, -2
[57] Cc1cc(C(=O)Nc2ccc3c(c2)OCCO3)co1
  -4, 1, 6, 13, 11, 3, 13, 0, 12
[58] Cc1csc(NC(=O)c2cccs2)n1
  5, 3, 7, 9, 7, 3, -2, 15, 4
[59] CCC(C)(C(=O)NC1CCCC1)N(Cc1ccco1)C(=O)c1ccc2c(c1)OCO2 (centres undefined)
  -6, 3, 10, 15, 8, 2, -5, 14, 1
[60] Cc1cc(C)cc(NC(=O)Cn2ncn3c(cc4ccccc43)c2=O)c1
  -4, 10, -8, 10, 10, -5, 2, 17, -10
[61] CCn1c(-c2ccc(C(C)(C)C)cc2)n[nH]c1=S
  -4, 7, -5, 6, 1, -6, 3, 2, 8
[62] CCSc1nnc(NC(=O)CSc2nccn2-c2cccc(C)c2)s1
  2, 2, 5, 8, 7, 2, -15, 5, 2
[63] O=C(C1CCN(c2nnc(-n3cccc3)s2)CC1)N1CCN(Cc2ccc3c(c2)OCO3)CC1
  -1, -2, -6, 53*, 7, 1, 6, 0, 0
